KB-3-1 cytotox – kills parental KB-3-1 adenocarcinoma cells | KB-3-1 viability, CellTiter-Glo ATP luminescence, 72 h | Potency, µM (doses to about 46.1 µM), for inactives: at the highest dose activity change, negative = cytotoxic, most hits filed as cytotoxic | hit rate 1.4% among 400,000 | AID 1347075; note: potency is the fitted concentration of half-maximal effect; % is set by controls: 0 for no effect and ±100 for the full control effect; nearly all actives have a fitted effect of over 60% in size
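Cytotoxicity measured as CellTiter-Glo luminescence after 72 h at 37 C. Compound titrations were pinned onto drug-naive KB-3-1 parental adenocarcinoma cells grown in DMEM with 10% FBS, and normalized data fitted to concentration-response curves.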
SW480 rereplic – inducers of DNA re-replication in SW480 colon cancer cells | Potency, µM (series often up to 46.1 µM), without a hit: at the highest dose re-replication activation, usual class: activators | AID 624297 | SW480 DNA re-replication, Hoechst DNA content imaging, 48 h | hit rate 1.8% among 340,000; note: potency is the fitted concentration of half-maximal effect; % of control where 0% means no effect; nearly all actives have a fitted effect of over 55% in size
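Treated cells incubate 48 hr (37 C, 5% CO2), are stained 40 min with Hoechst, and nuclear fluorescence is enumerated; a rise in nuclei with high DNA signal marks re-replication.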
HT1080-NT tox – kills 2HG-producing HT-1080-NT fibrosarcoma cells | Potency, µM (doses to about 46.1 µM), for the others: at the highest dose activity, negative = less viability, actives largely listed as cytotoxic | AID 686970 | HT-1080-NT fibrosarcoma viability, CellTiter-Glo ATP luminescence, 48 h | hit rate 1.6% among 360,000;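 note: NT is the 2HG producing partner of a matched IDH1 knockdown line; potency is the fitted concentration of half-maximal effect; 0% = DMSO-treated cells and -100% = media-only wells without cells; nearly all actives have a fitted effect of over 55% in size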
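Toxicity toward the 2HG-producing NT line was scored as %Activity, normalised to DMSO and no-cell wells, from CellTiter-Glo luminescence after 48 hours' treatment.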
MCF10A rerep – induces DNA re-replication in MCF 10a normal breast cells; MCF 10A DNA re-replication, Hoechst nuclear intensity, 48 h; AID 624296; Potency, µM (series often up to 46.1 µM), for inactives: at the highest dose activity, positive = re-replication, most hits filed as activators; hit rate 2.9% among 350,000; note: potency is the fitted concentration of half-maximal effect; % of control where 0% means no effect; nearly all actives have a fitted effect of over 50% in size
HT1080 IDH1KD tx – toxicity to HT-1080 IDH1 knockdown cells (counter line); HT-1080 IDH1 knockdown viability, ATP luminescence, 48 h; hit rate 2% among 360,000; Potency, µM (titrated, usually from 46.1 µM), for inactives: at the top dose activity, negative = toxicity, usual class: cytotoxic; AID 686971;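 note: potency is the fitted concentration of half-maximal effect; 0% = DMSO wells and -100% = cell-free medium wells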
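In this qHTS, HT-1080 cells depleted of IDH1 are exposed for 48 h at 37 °C to compound titrations. Toxicity is scored from CellTiter-Glo luminescence, with DMSO as full viability and medium alone as none.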
S2 tox – cell viability loss in ATXN counter-screen; AID 651635; Potency, µM (top dose mostly 56.7 µM), usual class: cytotoxic; hit rate 0.49% among 400,000; S2 cells (HEK-293 line with an ATXN2-luciferase reporter) viability, CellTiter-Fluor protease fluorescence, 24 h; note: potency is the fitted concentration of half-maximal effect; nearly all actives have a fitted effect of over 40% in size
IL1B secr inh – inhibitors of inflammasome signaling (IL-1 beta secretion). AID 743279. THP-1 LPS/ATP IL-1B secretion, AlphaLISA, 16 h; stronger effect = lower value. activity change, % at 57.5 µM. hit rate 4.7% among 360,000; in the data active = activity change below about -50%; inconclusive = mostly about -30% to -49%; note: % is set by controls: 0 for no effect and ±100 for the full control effect
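Secreted IL-1B measured by AlphaLISA bead assay after 16 h compound exposure of THP-1 cells; compounds (final up to 57.5 uM) added 1 h before LPS (250 ng/mL) and ATP (1.25 mM) stimulation; lower signal means less secretion.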
ATXN2 expr inh – ATXN2 expression inhibition | hit rate 0.72% among 360,000 | AID 1745845 | Potency, µM (highest dose often 57 µM), inactives show at the highest dose activity change, negative = inhibition, most hits filed as inhibitors | HEK-293 ATXN2-luciferase reporter, luminescence, 24 h; note: potency is the fitted concentration of half-maximal effect; % is set by controls: 0 for no effect and ±100 for the full control effect; nearly all actives have a fitted effect of over 55% in size
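qHTS (up to 57 uM final) was run with 24 h compound exposure of reporter cells at 37 °C. Each well was multiplexed: SteadyGlo luminescence measured ATXN2-luciferase expression after a fluorogenic Gly-Phe-AFC viability readout (25 uM final).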
KB-V1 cytotox – kills drug-selected multidrug resistant KB-V1 cells; KB-V1 MDR cells viability, CellTiter-Glo, 72 h; Potency, µM (titrated, usually from 46.1 µM), without a hit: at the top dose activity change, negative = cytotoxicity, usual class: cytotoxic; hit rate 3.4% among 400,000; note: potency is the fitted concentration of half-maximal effect; % is set by controls: 0 for no effect and ±100 for the full control effect; nearly all actives have a fitted effect of over 60% in size
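Luminescent ATP read-out (CellTiter-Glo, 10 min) measures survival of drug-selected KB-V1 MDR cells after 72 h, 37 degrees C compound exposure. Medium: phenol-red-free DMEM, 10% FBS. Values from fitted concentration-response curves.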
The depositor's hits bear a star; [ ] = remark or other dose. Unless noted, calls come from the whole dose curve; as a rule, active = well fitted curve in the direction sought with a large enough effect; inconclusive = small, poorly fitted or top-dose-only effect, or another doubt; inactive = no such curve, though single readings can be large; an effect the other way counts as inactive or inconclusive. Hits appear at their usual frequency, and some 11% of all compounds hit somewhere here.

Cc1cnc(C(=O)OCC(=O)Nc2oc(-c3ccccc3)c(-c3ccccc3)c2C#N)cn1 was read as KB-3-1 cytotox -10%, SW480 rereplic 1%, HT1080-NT tox -26%, MCF10A rerep 14%, HT1080 IDH1KD tx -29%, S2 tox inactive, IL1B secr inh inconclusive, ATXN2 expr inh inconclusive and KB-V1 cytotox inconclusive.
O=C(N/N=C/c1ccc2cccc(OCc3ccccc3)c2n1)c1ccc(Cl)cc1 was read as KB-3-1 cytotox -9%, SW480 rereplic -5%, HT1080-NT tox inconclusive, MCF10A rerep inconclusive, HT1080 IDH1KD tx inconclusive, S2 tox inconclusive, IL1B secr inh 42, ATXN2 expr inh -29% and KB-V1 cytotox inconclusive.
NC1=NC[C@@H](CC2CCCCC2)N1CCc1cc(C(F)(F)F)cc(C(F)(F)F)c1 was read as KB-3-1 cytotox 0%, SW480 rereplic 9%, HT1080-NT tox -1%, MCF10A rerep inconclusive, HT1080 IDH1KD tx inconclusive, S2 tox 18µM*, IL1B secr inh -109*, ATXN2 expr inh 20µM* and KB-V1 cytotox 0%.
`Clc1cccc(N2CCN(CCCN3CCN(c4ccccc4)CC3)CC2)c1` gave KB-3-1 cytotox inconclusive, SW480 rereplic inconclusive, HT1080-NT tox -26%, MCF10A rerep inconclusive, HT1080 IDH1KD tx inconclusive, S2 tox inconclusive, IL1B secr inh -53*, ATXN2 expr inh inconclusive and KB-V1 cytotox -23%.
Screening CC(=O)c1ccc(NC(=O)/C(=C\c2ccccc2)NC(=O)/C=C/c2ccccc2)cc1 returned KB-3-1 cytotox -1%, SW480 rereplic -11%, HT1080-NT tox 4%, MCF10A rerep 1%, HT1080 IDH1KD tx 0%, S2 tox inactive, IL1B secr inh -28, ATXN2 expr inh 9% and KB-V1 cytotox 0%.
For CCOC(=O)[C@H]1O[C@@H]1C(=O)N[C@@H](CC(C)C)C(=O)NCCC(C)C the results were KB-3-1 cytotox 0%, SW480 rereplic inconclusive, HT1080-NT tox -11%, MCF10A rerep 4%, HT1080 IDH1KD tx -6%, S2 tox 3.2µM*, IL1B secr inh -14, ATXN2 expr inh 0% and KB-V1 cytotox 3%.
`CCCC(=O)Nc1ccc(C(=O)Nc2nnc(COC)s2)cc1` gave KB-3-1 cytotox 4%, SW480 rereplic -9%, HT1080-NT tox 5%, MCF10A rerep 1%, HT1080 IDH1KD tx 0%, S2 tox inactive, IL1B secr inh 37, ATXN2 expr inh 10% and KB-V1 cytotox 3%.
NC(=O)NN=C(C1CC1)C1CC1 was read as KB-3-1 cytotox -1%, SW480 rereplic -5%, HT1080-NT tox 24%, MCF10A rerep 0%, HT1080 IDH1KD tx 24%, S2 tox inactive, IL1B secr inh -14, ATXN2 expr inh -16% and KB-V1 cytotox -1%.
For C(=NCCCN1CCOCC1)c1ccc2c(c1)OCO2 the results were KB-3-1 cytotox 8%, SW480 rereplic -3%, HT1080-NT tox 1%[9.24 µM], MCF10A rerep 1%, HT1080 IDH1KD tx -12%, S2 tox inactive, IL1B secr inh 0, ATXN2 expr inh -2% and KB-V1 cytotox 11%.
Screening CC1(C)O[C@@H]2[C@H](O1)[C@@H](COS(=O)(=O)O)O[C@H]2n1ccc(=O)[nH]c1=O returned KB-3-1 cytotox 29%, SW480 rereplic -5%, HT1080-NT tox 10%, MCF10A rerep 3%, HT1080 IDH1KD tx 21%, S2 tox inactive, IL1B secr inh 26, ATXN2 expr inh 8% and KB-V1 cytotox inconclusive.
`COC(=O)c1sccc1N/C=C(\C#N)S(=O)(=O)C(C)(C)C` gave KB-3-1 cytotox -3%, SW480 rereplic -3%[9.22 µM], HT1080-NT tox 1%, MCF10A rerep 5%, HT1080 IDH1KD tx 7%, S2 tox inactive, IL1B secr inh 2, ATXN2 expr inh -16% and KB-V1 cytotox 26%.
Cc1cc(Br)ccc1OCCCCN1CCC(C)CC1 was read as KB-3-1 cytotox -5%, SW480 rereplic inconclusive, HT1080-NT tox -28%, MCF10A rerep 7.3µM*, HT1080 IDH1KD tx -23%, S2 tox inactive, IL1B secr inh inconclusive, ATXN2 expr inh -15% and KB-V1 cytotox inconclusive.
`O=C(Nc1ccccc1)N(C1=NCCC1)c1ccc(OC(F)F)cc1` gave KB-3-1 cytotox -21%, SW480 rereplic 2%, HT1080-NT tox -8%, MCF10A rerep -7%, HT1080 IDH1KD tx 0%, S2 tox inactive, IL1B secr inh -27, ATXN2 expr inh 8% and KB-V1 cytotox inconclusive.
`Cc1cc(C)c(NC(=O)CSc2nnc(CNC(=O)c3c(F)cccc3Cl)o2)c(C)c1` gave KB-3-1 cytotox 15%, SW480 rereplic inconclusive, HT1080-NT tox 6%, MCF10A rerep -4%, HT1080 IDH1KD tx 10%, S2 tox inactive, IL1B secr inh -2, ATXN2 expr inh 5% and KB-V1 cytotox 45%.
CCn1nnc2cc(C(=O)Nc3cccc(Cl)c3C)ccc21 was read as KB-3-1 cytotox -4%, S2 tox inconclusive, ATXN2 expr inh -11% and KB-V1 cytotox inconclusive.
`O=C(OC1CCOC1=O)c1cc(-c2ccc(Cl)cc2)nc2ccccc12` (configuration not stated) gave KB-3-1 cytotox -13%, SW480 rereplic 0%, HT1080-NT tox 0%, MCF10A rerep -1%, HT1080 IDH1KD tx 2%, S2 tox inactive, IL1B secr inh 5, ATXN2 expr inh 2% and KB-V1 cytotox 0%.
`Cc1ccc(CNC(=O)N2CCN(C)CC2)cc1` gave KB-3-1 cytotox -4%, SW480 rereplic -6%, HT1080-NT tox -2%, MCF10A rerep -8%, HT1080 IDH1KD tx -1%, S2 tox inactive, IL1B secr inh -8, ATXN2 expr inh 8% and KB-V1 cytotox 20%.
Cc1ccc(Cl)cc1NC(=O)CC1Sc2ccccc2NC1=O (configuration not stated) was read as KB-3-1 cytotox -5%, S2 tox inactive, ATXN2 expr inh 6% and KB-V1 cytotox 0%.
`CCOC(=O)c1cc(NC(=O)CNCC(c2ccccc2)N(C)C)cc(C(=O)OCC)c1` (configuration not stated) gave KB-3-1 cytotox 2%, SW480 rereplic inconclusive, HT1080-NT tox -12%, MCF10A rerep inconclusive, HT1080 IDH1KD tx -9%, S2 tox inactive, ATXN2 expr inh -26% and KB-V1 cytotox -5%.
`Cn1c(CN2CCOCC2)nnc1SCc1ccc(C#N)cc1` gave KB-3-1 cytotox 12%, SW480 rereplic -15%, HT1080-NT tox 7%, MCF10A rerep 5%, HT1080 IDH1KD tx -2%, S2 tox inactive, IL1B secr inh -12, ATXN2 expr inh -12% and KB-V1 cytotox 12%.
`CC1(C)Cc2c(sc(NC(=O)C(=O)NCC3CCCO3)c2C(N)=O)CO1` (configuration not stated) gave KB-3-1 cytotox 7%, SW480 rereplic -3%, HT1080-NT tox 2%, MCF10A rerep 3%, HT1080 IDH1KD tx 11%, S2 tox inconclusive, IL1B secr inh 2, ATXN2 expr inh -17% and KB-V1 cytotox -7%.
For CCOc1ccc(N2C(=O)/C(=C/c3ccccn3)SC2=S)cc1 the results were KB-3-1 cytotox -6%, SW480 rereplic -14%, HT1080-NT tox 10%, MCF10A rerep -3%, HT1080 IDH1KD tx 19%, S2 tox inactive, IL1B secr inh 11, ATXN2 expr inh -11% and KB-V1 cytotox 2%.
`COc1cc2[nH]c(O)c(C=O)c2cc1OC` gave KB-3-1 cytotox -2%, SW480 rereplic -6%, HT1080-NT tox 14%, MCF10A rerep 5%, HT1080 IDH1KD tx 13%, S2 tox inactive, IL1B secr inh -8, ATXN2 expr inh -3% and KB-V1 cytotox -2%.
Screening CCCCOC(=O)C1[C@H]2C(=O)N(CCc3ccccc3)C[C@]23C=C[C@H]1O3 (some centres not stated) returned KB-3-1 cytotox 14%, SW480 rereplic -4%, HT1080-NT tox 0%, MCF10A rerep 3%, HT1080 IDH1KD tx -2%, S2 tox inactive, IL1B secr inh -12, ATXN2 expr inh -10% and KB-V1 cytotox 8%.
CN1CCN(CC(=O)Nc2cccc(S(=O)(=O)N(C)c3ccccc3)c2)CC1 was read as KB-3-1 cytotox -4%, SW480 rereplic -1%, HT1080-NT tox 3%, MCF10A rerep -8%, HT1080 IDH1KD tx 15%, S2 tox inactive, IL1B secr inh -15, ATXN2 expr inh -7% and KB-V1 cytotox 11%.
Screening CC(C)C(OC(=O)C1CCCO1)C(=O)NC1CCCC1 (configuration not stated) returned KB-3-1 cytotox -1%, SW480 rereplic 0%, HT1080-NT tox 4%, MCF10A rerep -8%, HT1080 IDH1KD tx -4%, S2 tox inactive, IL1B secr inh 0, ATXN2 expr inh 2% and KB-V1 cytotox -20%.
For CCN(CC)CCN(C)C(=O)c1ccc(OC2CCN(C(=O)C3CC3)CC2)cc1 the results were KB-3-1 cytotox 0%, SW480 rereplic 4%, HT1080-NT tox 16%, MCF10A rerep 23%, HT1080 IDH1KD tx 17%, S2 tox inactive, IL1B secr inh 1, ATXN2 expr inh 2% and KB-V1 cytotox inconclusive.
For CCOC(=O)c1cnc2c(C)cc(C)cc2c1Nc1ccc(OCc2ccccc2)cc1 the results were KB-3-1 cytotox -8%, S2 tox inactive, ATXN2 expr inh -21% and KB-V1 cytotox 2%.
CCOC(=O)Cn1cnc2onc(-c3ccc(F)cc3)c2c1=O was read as KB-3-1 cytotox -6%, S2 tox inactive, ATXN2 expr inh 12% and KB-V1 cytotox -14%.
Screening O=C(OCn1ncc(Br)c(Br)c1=O)c1ccc(F)cc1 returned KB-3-1 cytotox 3.3µM*, SW480 rereplic 4.1µM*, HT1080-NT tox 21µM*, MCF10A rerep 4.6µM*, HT1080 IDH1KD tx 12µM*, S2 tox 14µM*, IL1B secr inh -97*, ATXN2 expr inh 7.9µM* and KB-V1 cytotox 5.2µM*.

Bioassay records as filed in PubChem.
